Screening results from PubChem BioAssay.
D2 potentiator = D2 dopamine receptor (human) potentiation | P14416 | HEK293 T-REx D2, calcium flux, EC20 dopamine potentiation | potentiation, % at 10 µM | 340,000 compounds, 0.34% hits | AID 485347;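 active means potentiation over 3 SD above the plate norm, cut at about 30% in these data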; further: 0% is about no effect
Target sequence (P14416 whole entry, looked up): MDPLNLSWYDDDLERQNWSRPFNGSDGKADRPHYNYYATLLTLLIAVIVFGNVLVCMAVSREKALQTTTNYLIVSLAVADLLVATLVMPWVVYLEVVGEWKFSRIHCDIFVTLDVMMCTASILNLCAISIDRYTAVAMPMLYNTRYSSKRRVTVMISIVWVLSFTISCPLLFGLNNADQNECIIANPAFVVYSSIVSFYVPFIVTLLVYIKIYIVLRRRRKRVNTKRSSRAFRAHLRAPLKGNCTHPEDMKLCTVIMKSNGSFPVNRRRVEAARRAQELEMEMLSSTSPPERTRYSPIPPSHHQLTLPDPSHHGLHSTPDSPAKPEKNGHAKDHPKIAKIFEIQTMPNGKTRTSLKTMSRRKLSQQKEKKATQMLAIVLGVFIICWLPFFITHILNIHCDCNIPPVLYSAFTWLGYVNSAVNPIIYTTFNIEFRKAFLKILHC
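Cells plated with tetracycline inducer and held overnight at 30 C; calcium dye loaded 30–90 min at room temperature; baseline taken, compound added and read 180 s; EC20 dopamine then added and read 180 s.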
D1 ag = agonists of human D1 dopamine receptor | P21728 | HEK293 T-REx D1 cells, calcium flux, agonist mode | activation, % at 2 µM | 360,000 compounds, 1% hits | AID 504660; further: 0% is about no effect
Target sequence (P21728 whole entry, looked up): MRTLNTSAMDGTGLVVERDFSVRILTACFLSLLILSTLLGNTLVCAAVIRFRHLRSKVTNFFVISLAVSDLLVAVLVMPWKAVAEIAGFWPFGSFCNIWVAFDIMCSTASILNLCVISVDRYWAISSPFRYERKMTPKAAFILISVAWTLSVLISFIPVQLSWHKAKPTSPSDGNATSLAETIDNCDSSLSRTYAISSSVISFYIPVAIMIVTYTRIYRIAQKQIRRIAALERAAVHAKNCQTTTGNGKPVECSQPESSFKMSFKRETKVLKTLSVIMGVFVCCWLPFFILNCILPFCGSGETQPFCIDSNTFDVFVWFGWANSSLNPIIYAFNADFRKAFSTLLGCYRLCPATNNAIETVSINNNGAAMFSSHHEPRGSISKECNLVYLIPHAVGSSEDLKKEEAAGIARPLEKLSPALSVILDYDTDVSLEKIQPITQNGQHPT
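Tetracycline-induced HEK293 TREx D1 cells, force-coupled to calcium signalling, were dye-loaded with a no-wash calcium kit. Compound was pin-added after a 10 s baseline. Fluorescence was read kinetically at 1 cycle/s for 180 s, with calcium rises flagged as agonism.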
TRHR agonist = TRH receptor (human) agonism; TRHR cells, calcium flux fluo-8, FDSS agonist mode; AID 493084; 360,000 compounds, 0.18% hits; activation, % at 2 µM; further: 0% is about no effect
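Fluo-8-loaded TRHR cells; 10 s baseline, compound added, kinetic Ca2+ fluorescence read 1/s, agonist mode.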
D1 antagonist = blocks dopamine activation of the human D1 receptor; P21728; HEK293 TREx D1 cells, calcium flux, dopamine EC80; stronger effect = lower value; activity change, negative = inhibition, % at 10 µM; 360,000 compounds, 3.2% hits; in the data active means activity change below about -30%; further: on the % scale 0 is the no-effect control and ±100 the full control effect
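After overnight tetracycline induction at 30 C, force-coupled D1 HEK293 cells took up a no-wash calcium dye at room temperature. Compounds were added and monitored 180 s, and the response to EC80 dopamine was then recorded.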
D1 PAM = human D1 dopamine receptor positive modulation; potentiation, % at 10 µM; 360,000 compounds, 0.036% hits; AID 504651; P21728; HEK293 TREx D1 cells, calcium flux, dopamine EC20 potentiation; in the data active means potentiation above about 30%; further: 0% is about no effect
RXFP1 antag = RXFP1 (human) relaxin receptor antagonism. 350,000 compounds, 0.59% hits. AID 1259400. Q9HBX9. HEK293-RXFP1, relaxin-stimulated cAMP HTRF, 30 min; stronger effect = lower value. activity change, negative = inhibition, % at 57.5 µM;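 active means activity change of -60% or lower, but not beyond a set lower limit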; further: on the % scale 0 is the no-effect control and ±100 the full control effect
TRHR PAM = allosterically enhances the human TRH receptor. TRHR cells, fluo-8 calcium fluorescence, EC20 TRH enhancement. enhancement, % at 2 µM. 360,000 compounds, 0.66% hits. P34981; in the data active means enhancement above about 30%; further: 0% is about no effect
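TRHR-expressing cells loaded with fluo-8 calcium dye were read kinetically (ex 480/em 530) during compound addition, then stimulated with an EC20 of TRH (10 nM final). Enhancement of the Gq-mediated intracellular calcium response was scored.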
D2 agonist = D2 dopamine receptor (human) agonism. activation, % at 2 µM. P14416. HEK293 T-REx D2 cells, calcium flux agonist mode. 340,000 compounds, 0.53% hits;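 active means activation over 3 SD above normal in the single-dose calcium agonist read, cut at about 30% in these data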; further: 0% is about no effect
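Agonism is scored from calcium flux in a force-coupled, inducible HEK293 cell line expressing D2, read kinetically for 180 s after compound addition against dopamine controls.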
D2 antagonist = D2 dopamine receptor (human) antagonism; P14416; 340,000 compounds, 2% hits; HEK293 TREx D2 cells, calcium flux, dopamine EC80; inhibition, % at 10 µM; AID 485344; in the data active means inhibition above about 30%; further: 0% is about no effect
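Inhibition of EC80 dopamine-driven calcium flux, recorded kinetically, defines activity here; cells are a tetracycline-induced HEK293 T-REx line expressing force-coupled D2.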
An asterisk follows results filed as active; . = not tested or not shown. Unless noted, no stated cut-off is given here; in the data, active means activation above about 30%; inactive means the rest.

#	Compound	D2 potentiator	D1 ag	TRHR agonist	D1 antagonist	D1 PAM
1	COc1ccc(OCCOC(=O)CNC(=O)c2cccc(C)c2)cc1	1	2	-0.3	6	0
2	Clc1ccc(N2CCN(Cc3ccco3)CC2)cc1	1	1	-0.3	-2	-8
3	Nc1nnc(-c2ccccc2[N+](=O)[O-])o1	-1	6	0.1	30	1
4	COc1ccc(CN(C(=O)c2nsc(Cl)c2Cl)C(C(=O)NC2CCCC2)c2ccc(OC)cc2)cc1 (stereo not drawn)	6	18	-0.7	-30	-12
5	O=c1c2ccccc2nc(CSc2nnnn2-c2ccccc2)n1-c1ccccc1	11	1	0.2	-1	3
6	Cn1ncc(Cl)c1C(=O)N1CCN(c2ccc(F)cc2)CC1	3	2	-0.3	-7	-5
7	CC1CN(C(=O)COC(=O)c2ccc(O)cc2)CC(C)O1 (stereo not drawn)	24	3	-0.3	5	-4
8	C=CCn1cc(C(=O)NCc2ccco2)c(=O)c2cc(S(=O)(=O)N3CCCCCC3)ccc21	2	2	0.3	36	0
9	Cc1cccc(OCC(=O)Nc2c(C(=O)N3CCN(c4ccccc4F)CC3)oc3ccccc23)c1	1	-1	-0.7	-2	0
10	c1ccc(Oc2cccc(OCCn3cncn3)c2)cc1	30	3	-0.4	-4	-2

#	RXFP1 antag	TRHR PAM	D2 agonist	D2 antagonist
1	9	1	-0.1	1
2	-19	-5	-1.8	5
3	-2	21	0.4	-14
4	-4	0	-0.9	-16
5	-12	-2	-1.8	16
6	-3	7	-0.1	11
7	-4	-3	0.4	7
8	-3	12	0.0	-18
9	-13	0	.	.
10	4	4	-0.3	-6

Reprinted at random: two records from the list
#	Compound	D2 potentiator	D1 ag	TRHR agonist	D1 antagonist	D1 PAM
9	Cc1cccc(OCC(=O)Nc2c(C(=O)N3CCN(c4ccccc4F)CC3)oc3ccccc23)c1	1	-1	-0.7	-2	0
7	CC1CN(C(=O)COC(=O)c2ccc(O)cc2)CC(C)O1 (stereo not drawn)	24	3	-0.3	5	-4

#	RXFP1 antag	TRHR PAM	D2 agonist	D2 antagonist
9	-13	0	.	.
7	-4	-3	0.4	7

Later entries:
#	Compound	D2 potentiator	D1 ag	TRHR agonist	D1 antagonist	D1 PAM
11	COc1cccc(-c2nnc(NC(=O)c3cccc(F)c3)o2)c1	8	2	-0.3	11	-5
12	Cc1cccc(C)c1NC(=O)COC(=O)c1cc(=O)[nH]c2ccccc12	10	6	-0.3	-15	.
13	COc1cc(/C=C/C(=O)OCC(=O)NCc2ccco2)ccc1O	-5	6	0.0	-8	0
14	COc1ccc(N(CC(=O)NCc2ccco2)S(=O)(=O)c2ccc(OC)c(OC)c2)cc1	18	0	-0.3	5	-9
15	COc1cccc(Cn2cccc(NC(=O)Nc3ccccc3C)c2=O)c1	-11	1	0.7	-12	3
16	COc1ccc(NC(=O)CSc2nc3c(c(=O)[nH]2)CCC3)cc1	-2	2	0.6	-8	0
17	COc1ccc2c(c1OC)C(=O)N1C2SC[C@H]1C(=O)NC1CCCCC1 (stereo partly drawn)	-2	1	0.4	13	1
18	Cc1ccc(-c2nnn(CC(=O)N(Cc3ccco3)C(C(=O)NC(C)(C)C)c3cccs3)n2)o1 (stereo not drawn)	-3	3	-0.1	2	-3
19	COc1ccccc1/C=[N+](\[O-])C1SC(=S)N(C)C1(C)C (stereo not drawn)	4	-1	0.0	-21	1
20	CC(C)Cn1c(=O)c(C(=O)N/N=C/c2cccc(F)c2)c(O)c2ccccc21	1	5	0.5	10	-3

#	RXFP1 antag	TRHR PAM	D2 agonist	D2 antagonist
11	.	33*	0.0	7
12	8	7	0.4	-22
13	1	-4	-0.2	-2
14	3	5	-0.3	-8
15	6	10	0.9	-2
16	-4	-16	0.9	.
17	.	-9	-0.7	-12
18	-18	-6	.	-2
19	1	1	0.4	-3
20	-17	-3	0.5	-5

Continuation.
#	Compound	D2 potentiator	D1 ag	TRHR agonist	D1 antagonist	D1 PAM
21	O=C(Cn1ccc(NC(=O)OCc2ccccc2)nc1=O)NCCCc1ccccc1	-12	-2	-0.2	.	1
22	O=C1S/C(=C\c2ccc(O)c([N+](=O)[O-])c2)C(=O)N1c1ccccc1Cl	3	12	-0.6	-14	-2
23	COc1ccc(C(=O)N2CCCC(C(=O)N3CCCCCC3)C2)cc1 (stereo not drawn)	0	1	-0.7	-4	-3
24	O=C(Nc1cccc(S(=O)(=O)C(F)F)c1)c1ccc(S(=O)(=O)N2CCCCC2)cc1	-6	4	1.2	-6	7
25	CCOCCn1ccc2c(OCC(=O)Nc3ccc(OC)c(OC)c3)cccc2c1=O	-5	13	0.3	0	1
26	Cc1cccnc1NC(=O)Cn1c(=O)oc2ccccc21	-11	2	1.3	-18	0
27	CN1C(N)=NC(=O)/C1=C/c1ccc(F)cc1	8	3	-0.4	2	1
28	C=CCC(C#Cc1ccccc1)[N+](C)(C)CC=C (stereo not drawn)	3	2	0.1	-4	-8
29	CCCCCCCCNc1ncnc2ccccc12	6	14	2.1	-20	0
30	C=C(C)C(=O)N1CC2(CC(c3cccc(NC(=O)CCCCC)c3)=NO2)C[C@H]1C(N)=O (stereo partly drawn)	6	0	-0.1	-10	1

#	RXFP1 antag	TRHR PAM	D2 agonist	D2 antagonist
21	.	-12	-0.8	-1
22	-11	-3	-1.4	-16
23	-5	12	0.0	2
24	0	3	-0.2	-12
25	-9	1	0.7	6
26	3	-15	0.3	19
27	-9	11	-0.6	-3
28	-1	-4	0.1	5
29	-10	1	0.1	-12
30	.	3	-0.7	3

Further entries follow.
#	Compound	D2 potentiator	D1 ag	TRHR agonist	D1 antagonist	D1 PAM
31	COc1cccc(-c2ccc(C#N)c(SCC(=O)NCCc3cccc(Cl)c3)n2)c1	-9	14	-0.2	-6	-2
32	NS(=O)(=O)c1ccc(CNC(=O)c2cc(-c3cccs3)nc3ccccc23)cc1	-22	3	0.7	-7	5
33	CC(C)(C)C(=O)NCc1ccc(C(=O)CN2C(=O)NC3(CCCC3)C2=O)s1	3	6	0.0	-1	-5
34	O=C(/C=C/c1ccco1)Nc1nc(-c2ccccc2)cs1	-9	1	0.6	-1	12
35	COc1ccc(CN2C(=NC(=O)CCc3ccccc3)SC3CS(=O)(=O)CC32)cc1 (stereo not drawn)	2	2	-0.6	-1	0
36	O=C(/C=C/c1ccc(F)cc1)NC(Cc1c[nH]c2ccccc12)C(=O)O (stereo not drawn)	4	0	0.6	-4	-2
37	Cc1c(C2(O)CCCCC2)[nH]c2ncccc12	0	-2	-1.2	.	-4
38	Cc1[nH]c2ccccc2c1C(=O)C(=O)N1CCCc2ccccc21	-12	24	0.3	-14	0
39	COc1ccc(C(CCN2CCCC2)c2c(OC)cc(OC)c3c(-c4ccccc4)cc(=O)oc23)cc1 (stereo not drawn)	-10	14	0.7	-8	-11
40	COc1cc(C)nc(-c2csc(C)n2)n1	11	1	-0.6	-3	0

#	RXFP1 antag	TRHR PAM	D2 agonist	D2 antagonist
31	-12	-3	1.8	-7
32	10	1	-0.5	-4
33	2	27	-2.5	-16
34	.	11	-0.1	-15
35	11	1	0.0	2
36	-17	-1	0.8	12
37	.	7	-0.5	-24
38	-9	8	13	-3
39	.	3	-0.8	-35
40	-6	31*	0.8	6

Additional compounds follow.
#	Compound	D2 potentiator	D1 ag	TRHR agonist	D1 antagonist	D1 PAM
41	CN(C1CCCC1)C1CCN(C(=S)Nc2cc(F)cc(F)c2)CC1	-5	-1	0.3	3	6
42	CCCN(CCC)C(=O)Cn1c(SCc2cccc(C(F)(F)F)c2)nc2cccnc21	-4	2	0.1	13	0
43	Cc1noc(C)c1Cc1c(Cl)cccc1Cl	1	2	-0.1	-3	2
44	Cc1cccc(C(=O)N2CCCCCC2)c1[N+](=O)[O-]	7	1	-0.2	-2	0
45	O=C(NCCN1CCOCC1)c1cccc(S(=O)(=O)Nc2ccc(F)cc2)c1	2	1	0.5	2	-4
46	CCC(=O)N1c2ccc(S(=O)(=O)CCC(=O)N3CCn4c3nc3ccccc34)cc2CC1C (stereo not drawn)	5	-1	0.8	11	0
47	O=C(NC1CC1)c1ccc(Cn2c(SCc3ccc(F)cc3)nc3cccnc32)cc1	6	12	3.2	-8	-2
48	Cc1cc(NC(=O)COc2cccc(C)c2C)no1	1	-2	-0.1	-16	-8
49	COC(=O)Cc1c(C)c2cc3c(c(C)c2oc1=O)OCN(CCc1ccccc1F)C3	.	5	7.6	-9	-2
50	O=C(O)CSCNC(=O)C12CC3CC(CC(C3)C1)C2	-1	2	0.1	-3	-7
51	COC(=O)[C@H](Cc1ccccc1)NC(=O)NCCc1ccc(S(N)(=O)=O)cc1	6	0	0.0	-3	-1
52	CCOc1ccc(NC(=O)CC)cc1	16	4	-0.5	-20	-3

#	RXFP1 antag	TRHR PAM	D2 agonist	D2 antagonist
41	-17	5	-0.1	4
42	-7	-14	-0.1	.
43	-3	7	-0.2	-18
44	2	-2	0.7	12
45	7	1	.	.
46	11	5	0.2	-2
47	-12	0	.	.
48	.	3	-0.9	-1
49	20	-4	.	.
50	-7	17	1.0	1
51	3	3	-0.3	-26
52	.	7	0.6	-7

Laid out differently: 3 of the compounds above.
49	COC(=O)Cc1c(C)c2cc3c(c(C)c2oc1=O)OCN(CCc1ccccc1F)C3
- D2 potentiator: .
- D1 ag: 5
- TRHR agonist: 7.6
- D1 antagonist: -9
- D1 PAM: -2
- RXFP1 antag: 20
- TRHR PAM: -4
- D2 agonist: .
- D2 antagonist: .

50	O=C(O)CSCNC(=O)C12CC3CC(CC(C3)C1)C2
- D2 potentiator: -1
- D1 ag: 2
- TRHR agonist: 0.1
- D1 antagonist: -3
- D1 PAM: -7
- RXFP1 antag: -7
- TRHR PAM: 17
- D2 agonist: 1.0
- D2 antagonist: 1

51	COC(=O)[C@H](Cc1ccccc1)NC(=O)NCCc1ccc(S(N)(=O)=O)cc1
- D2 potentiator: 6
- D1 ag: 0
- TRHR agonist: 0.0
- D1 antagonist: -3
- D1 PAM: -1
- RXFP1 antag: 3
- TRHR PAM: 3
- D2 agonist: -0.3
- D2 antagonist: -26

Rows were taken by chance (roughly 7.3% active in at least one column).
